High-throughput results as filed in PubChem BioAssay.
TNAP activation fold: human TNAP enzyme activators, primary screen, biochemical, luminescent, no phosphate acceptor, uHTS (AID 1001); Alkaline phosphatase, tissue-nonspecific isozyme (Homo sapiens); purified TNAP, luminescent activation assay, no phosphate acceptor; higher activation fold means a stronger effect; activation fold at 20 µM; hits with a dose series show EC50 in µM; hit rate 0.03% among 200,000; in the data active means activation fold from about 3, or a potency from the dose series; inactive means the rest, 99 in 100 with activation fold below about 1.6; further: many of its hits are not listed in these tables
LYP inhibition: inhibitors of LYP phosphatase, biochemical, fluorescence intensity, uHTS (AID 1779). one-dose inhibition, % at 11.5 µM; IC50 in µM for titrated hits. recombinant LYP phosphatase, fluorescence intensity; higher % means a stronger effect. hit rate 0.054% among 290,000;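 further: plate controls were vehicle with enzyme for no effect and no enzyme for full effect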
PMI inhibitors: inhibitors of human PMI, primary screen, biochemical, fluorescence intensity, coupled assay (AID 1209). purified PMI enzyme, coupled fluorescence intensity; higher % means a stronger effect. hit rate 0.42% among 190,000. inhibition, % at 20 µM; hits with a dose series show IC50 in µM. Mannose-6-phosphate isomerase (Homo sapiens);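 further: plate controls were DMSO vehicle for no effect and wells lacking substrate for full effect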
P. falciparum M17LAP: P. falciparum M17LAP inhibitors, primary screen, biochemical, fluorogenic H-Leu-NHMec substrate, 1536-well (AID 1619). inhibition, % at 30 µM; hits with a dose series show IC50 in µM. Leucine aminopeptidase (Plasmodium falciparum (isolate 3D7)). hit rate 0.38% among 220,000. recombinant M17LAP, H-Leu-NHMec fluorogenic kinetic assay; higher % means a stronger effect;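 active means compound inhibiting the enzyme by more than half at any dose during confirmatory dose-response retesting; inconclusive means strong single-dose inhibitors picked by rank but not retested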;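 further: plate controls were full reaction with DMSO carrier for no effect and no enzyme background for full effect; strong numbers were not always called active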
XIAP antagonists: XIAP antagonists, biochemical, IAP family, fluorescence polarization (AID 1018) | E3 ubiquitin-protein ligase XIAP (Homo sapiens) | XIAP BIR domain, fluorescence polarization peptide displacement; higher % means a stronger effect | one-dose displacement, % at 20 µM; IC50 in µM for titrated hits | hit rate 0.007% among 200,000; in the data active means displacement above about 50%; further: a part of the inactive calls stands beside numbers as strong as those of hits
Myeloid diff MLP: induction of myeloid progenitor differentiation, primary screen, cell-based, flow cytometry, MLPCN library; ER-HoxA9 myeloid progenitors, lysozyme-GFP differentiation; calls only at 10 µM; hit rate 1% among 360,000; AID 624256, 2012;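 active means normalized GFP-positive differentiation at or above the plate's own cutoff, the solvent-only control mean plus 3 SD; inconclusive means no clear call, values can overlap the other calls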;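 further: cells exposed to compound for four days before flow analysis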
PMI inhibition: human PMI inhibitors, high substrate, primary screen, biochemical, fluorescence intensity, high mannose 6-phosphate (AID 1220) | recombinant PMI enzyme, coupled fluorescence intensity; higher % means a stronger effect | inhibition, % at 20 µM; hits with a dose series show IC50 in µM | Mannose-6-phosphate isomerase (Homo sapiens) | hit rate 0.66% among 190,000
P. falciparum M1AAP: P. falciparum M1AAP inhibitors, biochemical, fluorogenic H-Leu-NHMec substrate, 1536-well (AID 1445); recombinant M1AAP, H-Leu-NHMec fluorogenic kinetic assay; higher % means a stronger effect; inhibition, % at 30 µM; hits with a dose series show IC50 in µM; hit rate 0.42% among 220,000;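 active means primary inhibition above the hit cutoff, then over 50% inhibition at one or more dose response concentrations, cut at about 23% in these data, passing the limit was not always enough; inconclusive means conflicting primary data, or primary hits not chosen for dose response; inactive means low primary inhibition, or under 50% at every dose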;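 further: plate controls were DMSO full reaction for no effect and no enzyme background for full effect; strong numbers were not always called active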
CSM14.1 death rescue: rescue of cells from ER stress-induced death, primary screen, 384-well, CSM14.1, thapsigargin, ATP luminescence (AID 1222); CSM14.1 thapsigargin-induced death rescue, ATP luminescence; higher % means a stronger effect; one-dose cellular ATP content (survival), % at 20 µM; EC50 in µM for titrated hits; 190,000 tested, under 10 active;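 active means EC50 below 50 µM in the dose-response confirmation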;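 further: death triggered by thapsigargin at about 15 µM added after 2 h compound pretreatment; cell ATP read after overnight thapsigargin exposure of roughly 18 to 22 hours; normalized against plate controls of thapsigargin alone and 5% DMSO vehicle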
Myeloid diff MLP GFP+ MAC1+ %: recorded beside Myeloid diff MLP, whose call it bears; GFP+ MAC1+ double positive, %; measured here: differentiation confirmed by MAC1 staining
Numbers without * were called inactive; i = inactive; ? = inconclusive; nt = no result given. Unless noted, no stated cut-off is given here; in the data, active means inhibition above about 50%; inactive means the rest.

1) COCCN(CCOC)S(=O)(=O)c1ccc(C(=O)Nc2nnc(COC)o2)cc1
2) COc1ccc(OC)c(Nc2nc(-c3sc(NC(=O)C(C)(C)C)nc3C)cs2)c1
3) O=[N+]([O-])c1ccc(NCCCN2CCOCC2)c(Cl)c1
4) Cc1cnc(C)c(N2CCC(C(=O)NCc3cccs3)CC2)n1
5) COc1ccc(OC)c(NC(=O)CC(NCCC2=CCCCC2)C(=O)O)c1 (stereo not drawn)
6) O=C(Nc1ccccc1SCC1CSc2nc3ccccc3c(=O)n21)c1cccc(Cl)c1 (stereo not drawn)
assay / entry,1,2,3,4,5,6
LYP inhibition,-6%,-5%,-7%,-13%,-6%,-2%
PMI inhibition,-5%,17%,3%,0%,2%,6%
P. falciparum M1AAP,1%,4%,13%,4%,8%,12%
Myeloid diff MLP,i,?,i,i,nt,i
CSM14.1 death rescue,nt,-0.1%,-1.5%,1.9%,-4.4%,-2.3%
Myeloid diff MLP GFP+ MAC1+ %,0.4,nt,1.8,1.3,nt,0.7
P. falciparum M17LAP,0%,1%,0%,0%,-3%,16%
PMI inhibitors,-9%,1%,-5%,-3%,0%,6%
XIAP antagonists,-2.3%,-3.0%,-3.6%,-1.4%,-2.1%,-1.3%
TNAP activation fold,1,1,1,1.1,1.1,1

7) CC1COc2ccccc2N1C(=O)c1ccc(Cl)nc1 (stereo not drawn)
8) CCN1CCN(CCCOc2ccc(Cl)cc2Br)CC1
9) COC(=O)c1ccc(CSc2ccc3nnc(-c4cccnc4)n3n2)o1
10) CC(C)(C)C(=O)Nc1nc2c(s1)COc1ccccc1-2
11) Cc1ccc(-n2c(C)cc(/C=N\NC(=O)CC(=O)NC(C)C)c2C)cc1
12) COc1cccc(N2CCN(S(=O)(=O)c3ccc4nc(-c5ccccc5)[nH]c4c3)CC2)c1
assay / entry,7,8,9,10,11,12
LYP inhibition,-3%,-4%,-5%,-1%,0%,6%
PMI inhibition,10%,-18%,0%,-1%,5%,1%
P. falciparum M1AAP,8%,-3%,nt,3%,8%,3%
Myeloid diff MLP,i,i,nt,i,i,i
CSM14.1 death rescue,-2.2%,-3.4%,-0.2%,-1.7%,-3.9%,-0.6%
Myeloid diff MLP GFP+ MAC1+ %,0.1,0.0,nt,0.9,0.6,2.0
P. falciparum M17LAP,-1%,-1%,nt,-4%,8%,-4%
PMI inhibitors,-2%,-7%,1%,0%,4%,6%
XIAP antagonists,-5.2%,-5.9%,-3.7%,-4.8%,-2.5%,-4.9%
TNAP activation fold,1.1,1.1,1,1,1,1.2

13) CC(=O)OCCN1C(=O)c2cccnc2C1=O
14) CCN(C(=O)COC(=O)c1c(NC(C)=O)sc(C)c1C)C1CCS(=O)(=O)C1 (stereo not drawn)
15) CCN(CC)CC(O)COc1ccccc1C(=O)CCc1ccccc1 (stereo not drawn)
16) c1ccc(CCNc2nnnn2-c2ccccc2)cc1
17) CS(=O)(=O)c1ccc(Sc2nc3ccccc3[nH]2)c([N+](=O)[O-])c1
18) O=C(CSc1nc2ccc(Cl)cc2[nH]1)NCCc1ccccc1
assay / entry,13,14,15,16,17,18
LYP inhibition,-2%,-2%,-1%,-6%,0%,0%
PMI inhibition,12%,1%,3%,4%,5%,27%
P. falciparum M1AAP,0%,3%,nt,0%,6%,6%
Myeloid diff MLP,i,i,i,i,i,i
CSM14.1 death rescue,-1.7%,0.1%,-1.8%,-1.8%,-0.2%,0.9%
Myeloid diff MLP GFP+ MAC1+ %,0.4,0.0,7.3,2.2,1.7,0.7
P. falciparum M17LAP,-23%,13%,nt,5%,8%,25%
PMI inhibitors,14%,4%,2%,7%,6%,10%
XIAP antagonists,-5.2%,-8.3%,-4.3%,-2.4%,-20%,-0.7%
TNAP activation fold,1.1,0.9,1,1.1,1,1.1

19) CNC(=O)CSc1nnnn1CCCOC
20) Cc1ccc(NC(=O)COC(=O)Cc2csc(-c3cccc(F)c3)n2)cc1C
21) O=C(Nc1cccc(O)c1)c1ccc(Br)cc1
22) O=C(CSc1nc2[nH]ncc2c(=O)n1-c1ccccc1)N1CCCc2ccccc21
23) Cc1ccc(S(=O)(=O)NCC(=O)NC2CCCCCC2)cc1
24) Cc1ccc(NC(=O)Cc2nn(C)c(=O)c3ccccc23)cc1F
assay / entry,19,20,21,22,23,24
LYP inhibition,-6%,5%,-1%,-2%,-2%,-2%
PMI inhibition,2%,6%,8%,5%,-5%,5%
P. falciparum M1AAP,0%,2%,9%,10%,-3%,-5%
Myeloid diff MLP,i,i,i,nt,i,i
CSM14.1 death rescue,-3.7%,1.8%,nt,1.0%,-4.5%,-0.7%
Myeloid diff MLP GFP+ MAC1+ %,0.9,0.4,0.4,nt,2.2,1.2
P. falciparum M17LAP,11%,-4%,-3%,18%,3%,-9%
PMI inhibitors,10%,17%,7%,-3%,-2%,-1%
XIAP antagonists,-19%,-1.7%,-3.5%,-10%,0.3%,-24%
TNAP activation fold,1.1,1.1,1.1,1.1,1.1,1

25) CCOC(=O)COc1ccc(S(=O)(=O)NCc2cccnc2)cc1
26) Cc1ccc2cccc(S(=O)(=O)n3nc(C)cc3C)c2n1
27) Cc1ccc(NC(=O)Cn2cnc3c(=O)n(C)c(=O)n(C)c32)c(C)c1
28) Cc1ccc(S(=O)(=O)N/N=C/C(C)(C)CO)cc1
29) COc1ccc(NC(=O)c2c([N+](=O)[O-])c(C(C)(C)C)nn2C)cc1
30) CNc1nc2c(c(=O)n(C)c(=O)n2C)n1Cc1ccccc1
assay / entry,25,26,27,28,29,30
LYP inhibition,-10%,-2%,-3%,-8%,0%,-9%
PMI inhibition,2%,-2%,7%,8%,nt,1%
P. falciparum M1AAP,6%,-5%,10%,1%,6%,5%
Myeloid diff MLP,i,i,i,i,i,i
CSM14.1 death rescue,-2.1%,-2.5%,nt,-0.5%,nt,2.7%
Myeloid diff MLP GFP+ MAC1+ %,8.3,6.2,0.7,0.5,0.2,2.7
P. falciparum M17LAP,3%,0%,1%,45%,6%,-12%
PMI inhibitors,9%,2%,2%,10%,nt,-1%
XIAP antagonists,-1.7%,-0.4%,-4.8%,1.2%,nt,-4.6%
TNAP activation fold,1.1,1.1,1,1,nt,1.1

31) CCCCc1nnc(NC(=O)C2CC(=O)N(c3ccc4c(c3)OCCO4)C2)s1 (stereo not drawn)
32) CCOc1cc(C2C(C(=O)O)c3cc(OCC)c(OCC)cc3C(=O)N2C)ccc1O (stereo not drawn)
33) CC(C)(O)C#Cc1ccc(CN2CCN(Cc3ccccc3)C(CCO)C2)cc1 (stereo not drawn)
34) O=S1(=O)CCC(NC(=S)Nc2ccc(Cl)cc2)C1 (stereo not drawn)
35) O=C(COC(=O)C1CC2C=CC1C2)NCCc1ccccc1 (stereo not drawn)
36) C#CC[N+](C)(C)CC#Cc1ccc(C)cc1
assay / entry,31,32,33,34,35,36
LYP inhibition,-4%,-3%,-5%,-3%,4%,-7%
PMI inhibition,8%,5%,12%,-11%,-2%,-9%
P. falciparum M1AAP,2%,9%,6%,-2%,9%,-4%
Myeloid diff MLP,i,i,i,i,i,?
CSM14.1 death rescue,2.5%,-3.1%,1.2%,-1.3%,-1.3%,nt
Myeloid diff MLP GFP+ MAC1+ %,0.9,0.9,0.2,0.6,1.0,nt
P. falciparum M17LAP,-2%,17%,-3%,-5%,5%,7%
PMI inhibitors,14%,6%,15%,-6%,2%,-8%
XIAP antagonists,-7.7%,-10%,-7.7%,-7.2%,-3.8%,-2.5%
TNAP activation fold,1.1,1.1,1.1,0.9,1.1,1.2

37) COC(=O)CNC(=O)c1ccc2c(c1)S(=O)(=O)c1ccccc1C2=O
38) Clc1ccc(CN2CCN(c3ccccc3)CC2)cn1
39) O=C(Nc1nncs1)c1ccccc1Br
40) Cc1ccc(S(=O)(=O)N2CCN(c3cc4c(cc3[N+](=O)[O-])n(C)c(=O)n4C)CC2)cc1
41) Cc1ccc(S(=O)c2ccc(NC(=O)C3CC3)cc2C#N)cc1 (stereo not drawn)
42) CC1(C)NC(=O)N(CC(=O)OCC(=O)Nc2sccc2C#N)C1=O
assay / entry,37,38,39,40,41,42
LYP inhibition,-1%,-5%,-6%,8%,-4%,-1%
PMI inhibition,-60%,3%,-3%,10%,-2%,-2%
P. falciparum M1AAP,-5%,-1%,1%,4%,-9%,9%
Myeloid diff MLP,i,i,i,i,i,i
CSM14.1 death rescue,-0.3%,-0.7%,-2.9%,0.4%,0.3%,nt
Myeloid diff MLP GFP+ MAC1+ %,1.3,0.0,1.2,1.0,0.4,0.3
P. falciparum M17LAP,9%,0%,16µM*,-3%,12%,7%
PMI inhibitors,-54%,5%,-2%,7%,-6%,-8%
XIAP antagonists,-4.7%,-5.9%,-4.7%,-5.1%,-14%,0.4%
TNAP activation fold,1.1,1.1,1,1.1,1.2,1.2

43) O=C(NCc1ccccn1)c1ccc(=O)oc1
44) CCOC(=O)C(CCCP(=O)(c1ccccc1)c1ccccc1)(NC(C)=O)C(=O)OCC
45) COC(=O)C(CC(C)C)NC(=O)c1cc(OC)c(OC)c(OC)c1 (stereo not drawn)
46) Cn1c(SCc2c(F)cccc2Cl)nc2c(c1=O)SCC2
47) COc1ccc(-c2nc3ncccn3c2Nc2ccc3c(c2)OCCO3)cc1
assay / entry,43,44,45,46,47
LYP inhibition,-6%,-9%,0%,1%,-2%
PMI inhibition,3%,nt,1%,-7%,9%
P. falciparum M1AAP,18%,-3%,1%,0%,13%
Myeloid diff MLP,i,i,i,i,i
CSM14.1 death rescue,5.6%,nt,2.0%,0.1%,-1.6%
Myeloid diff MLP GFP+ MAC1+ %,0.9,0.4,0.4,0.2,0.6
P. falciparum M17LAP,23%,-3%,-11%,-3%,6%
PMI inhibitors,0%,nt,10%,-2%,12%
XIAP antagonists,-1.6%,nt,-4.3%,-7.1%,-6.9%
TNAP activation fold,0.9,nt,1.1,1.1,1.1

A different layout for some results above:
No.	mol	LYP inhibition	PMI inhibition	P. falciparum M1AAP	Myeloid diff MLP	CSM14.1 death rescue	Myeloid diff MLP GFP+ MAC1+ %	P. falciparum M17LAP	PMI inhibitors	XIAP antagonists	TNAP activation fold
45	COC(=O)C(CC(C)C)NC(=O)c1cc(OC)c(OC)c(OC)c1 (stereo not drawn)	0%	1%	1%	i	2.0%	0.4	-11%	10%	-4.3%	1.1
46	Cn1c(SCc2c(F)cccc2Cl)nc2c(c1=O)SCC2	1%	-7%	0%	i	0.1%	0.2	-3%	-2%	-7.1%	1.1
47	COc1ccc(-c2nc3ncccn3c2Nc2ccc3c(c2)OCCO3)cc1	-2%	9%	13%	i	-1.6%	0.6	6%	12%	-6.9%	1.1
